EBNA-1 inhibitor: blocks EBNA-1 binding to DNA | EBNA-1 DNA binding, fluorescence polarization | inhibition, % at 14.8 µM | actives 0.34% (n = 300,000); in the data active means inhibition above about 28%
LYPLA1 counter: counter-screen for PME1 inhibitors: inhibitors of human LYPLA1; recombinant LYPLA1, FP-Rh probe fluorescence polarization; inhibition, % at 5.9 µM; actives 0.16% (n = 320,000); AID 2174;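 active means inhibition above the mean of all tested compounds plus 3 SD, set per campaign, cut at about 14% in these data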;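 further: inhibitors block serine hydrolase probe labeling of LYPLA1 so polarization falls; 0% = enzyme with DMSO and 100% = wells lacking LYPLA1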
GSTO1 inh: GSTO1 inhibition, counter-screen for RBBP9 inhibitors; P78417; recombinant GSTO1, activity-based probe fluorescence polarization; inhibition, % at 5.96 µM; actives 1.1% (n = 300,000); AID 1974;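 active means inhibition above the campaign mean inhibition plus 3 SD, cut at about 35% in these data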;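 further: 0% = GSTO1-1 with DMSO and 100% = wells lacking GSTO1-1 enzyme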
Target sequence (P78417 whole entry, looked up): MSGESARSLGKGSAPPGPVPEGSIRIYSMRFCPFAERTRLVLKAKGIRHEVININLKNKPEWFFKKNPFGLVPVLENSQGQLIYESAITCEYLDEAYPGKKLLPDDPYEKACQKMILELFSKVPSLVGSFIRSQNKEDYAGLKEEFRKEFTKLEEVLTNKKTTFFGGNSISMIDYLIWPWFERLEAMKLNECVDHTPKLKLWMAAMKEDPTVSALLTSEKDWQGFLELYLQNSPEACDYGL
PAD4 inh: PAD4 (human) enzyme inhibition. inhibition, % at 6.36 µM. actives 0.41% (n = 330,000). Q9UM07. recombinant PAD4, RCA probe fluorescence polarization;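 active means percent inhibition above a cutoff equal to the mean of all tested compounds plus 3 SD, cut at about 15% in these data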;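 further: 0% = PAD4 with RCA probe and DMSO and 100% = probe without PAD4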
Target sequence (Q9UM07 whole entry, looked up): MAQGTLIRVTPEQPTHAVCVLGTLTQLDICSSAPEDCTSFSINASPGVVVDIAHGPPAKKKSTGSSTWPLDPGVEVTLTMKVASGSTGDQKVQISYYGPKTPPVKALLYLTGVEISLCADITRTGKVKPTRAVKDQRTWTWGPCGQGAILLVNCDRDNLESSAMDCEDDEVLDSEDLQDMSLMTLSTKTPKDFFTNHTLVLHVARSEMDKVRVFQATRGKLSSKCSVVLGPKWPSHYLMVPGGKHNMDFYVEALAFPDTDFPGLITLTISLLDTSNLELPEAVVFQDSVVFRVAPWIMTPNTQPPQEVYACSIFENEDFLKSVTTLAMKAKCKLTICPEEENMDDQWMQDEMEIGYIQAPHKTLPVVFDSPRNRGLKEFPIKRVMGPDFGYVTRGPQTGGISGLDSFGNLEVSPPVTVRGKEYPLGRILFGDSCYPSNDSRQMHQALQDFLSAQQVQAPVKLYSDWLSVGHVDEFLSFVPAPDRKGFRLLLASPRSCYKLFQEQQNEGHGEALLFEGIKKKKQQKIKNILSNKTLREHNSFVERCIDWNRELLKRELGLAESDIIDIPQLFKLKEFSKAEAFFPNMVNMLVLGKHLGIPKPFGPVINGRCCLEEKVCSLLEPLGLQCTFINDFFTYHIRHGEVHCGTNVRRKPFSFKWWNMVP
PAFAH2 FP inh: PAFAH2 (human) inhibition. Q99487. recombinant PAFAH2, FP-rhodamine activity probe, fluorescence polarization. inhibition, % at 3.39 µM. actives 0.99% (n = 340,000);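 active means inhibition above the mean over all tested compounds plus 3 SD, cut at about 30% in these data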;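 further: inhibitors block probe labeling of enzyme so polarization drops; 0% = enzyme with DMSO and 100% = wells lacking PAFAH2 protein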
LYPLA2 counter: LYPLA2 (human) inhibition in PME1 counter-screen. O95372. recombinant LYPLA2, FP-Rh probe fluorescence polarization. inhibition, % at 5.9 µM. actives 0.38% (n = 320,000). AID 2177;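 active means inhibition above the screen-wide mean plus 3 SD, limit set per campaign, cut at about 26% in these data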;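 further: 0% = LYPLA2 with DMSO and 100% = wells lacking LYPLA2 enzyme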
PREPL inh: human PREPL enzyme inhibition; Q4J6C6; recombinant PREPL, fluorescence polarization activity-based probe; inhibition, % at 5.96 µM; actives 0.68% (n = 320,000); in the data active means inhibition above about 43%;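 further: 0% = enzyme with DMSO and 100% = wells lacking enzyme; many of its hits are not listed in these tables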
PAFAH1B3 inh: inhibitors of human PAFAH1B3; inhibition, % at 3.39 µM; Q15102; recombinant PAFAH1B3, FP-rhodamine probe, fluorescence polarization; actives 0.28% (n = 340,000);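 active means inhibition above the screen-wide average of all tested compounds plus 3 SD, cut at about 25% in these data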;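 further: 0% = enzyme with DMSO only and 100% = wells lacking PAFAH1B3 protein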
ZTA DNA inh: blocks Epstein-Barr virus ZTA, an EBNA-1 counter-screen; P03206; ZTA-DNA binding, fluorescence polarization; inhibition, % at 11 µM; actives 0.15% (n = 320,000); AID 2234; in the data active means inhibition above about 33%
Active calls of the source: *; . = no result given. The list is partial. The share of hits here may be higher or lower than overall.

cpd	Molecule	EBNA-1 inhibitor	LYPLA1 counter	GSTO1 inh	PAD4 inh	PAFAH2 FP inh
1	Cc1nn2c(N)c(C#N)cnc2c1-c1ccc(Cl)cc1	11	1	-4	4	6
2	Cc1ccc(Cl)cc1NC(=O)c1ccccn1	-6	-2	-4	-1	15
3	CCC(=O)NC(c1cccs1)c1ccc2cccnc2c1O (stereo not drawn)	3	4	3	6	6
4	O=C(COC(=O)c1oc2ccccc2c1COc1ccccc1)NCCN1C(=O)CSC1=O	-4	-8	5	1	-6
5	O=C(Nc1ccc2c(c1)OCCO2)C1CCCN1C(=O)Nc1ccccc1 (stereo not drawn)	5	6	3	-4	3
6	CCC(=O)N1CCc2cc(S(=O)(=O)Nc3ccccc3C)ccc21	-17	1	-4	1	3
7	O=C(Cn1ncn2cccc2c1=O)N1CCCCC1	-3	-2	-5	-2	-1
8	COCCNC(=S)Nc1ccccc1Cc1ccccc1	3	2	2	-7	-3

cpd	LYPLA2 counter	PREPL inh	PAFAH1B3 inh	ZTA DNA inh
1	5	3	9	-3
2	1	0	3	5
3	11	1	7	8
4	-8	13	-3	-8
5	4	4	6	11
6	4	5	1	-12
7	1	17	-1	-10
8	-5	6	4	-2

Reprinted at random: six compounds from above.
cpd	Molecule	EBNA-1 inhibitor	LYPLA1 counter	GSTO1 inh	PAD4 inh	PAFAH2 FP inh
2	Cc1ccc(Cl)cc1NC(=O)c1ccccn1	-6	-2	-4	-1	15
4	O=C(COC(=O)c1oc2ccccc2c1COc1ccccc1)NCCN1C(=O)CSC1=O	-4	-8	5	1	-6
1	Cc1nn2c(N)c(C#N)cnc2c1-c1ccc(Cl)cc1	11	1	-4	4	6
8	COCCNC(=S)Nc1ccccc1Cc1ccccc1	3	2	2	-7	-3
6	CCC(=O)N1CCc2cc(S(=O)(=O)Nc3ccccc3C)ccc21	-17	1	-4	1	3
3	CCC(=O)NC(c1cccs1)c1ccc2cccnc2c1O (stereo not drawn)	3	4	3	6	6

cpd	LYPLA2 counter	PREPL inh	PAFAH1B3 inh	ZTA DNA inh
2	1	0	3	5
4	-8	13	-3	-8
1	5	3	9	-3
8	-5	6	4	-2
6	4	5	1	-12
3	11	1	7	8

(list continues)
cpd	Molecule	EBNA-1 inhibitor	LYPLA1 counter	GSTO1 inh	PAD4 inh	PAFAH2 FP inh
9	CC(=O)N1CCc2cc(Br)cc(S(=O)(=O)NCc3ccccn3)c21	11	-1	-5	-5	1
10	CCOc1ccc(S(=O)(=O)N2CCCC(C(=O)N3CCOCC3)C2)cc1Cl (stereo not drawn)	4	2	5	1	5
11	Cn1nc(C(=O)OCC(=O)NC2CCS(=O)(=O)C2)c2ccccc2c1=O (stereo not drawn)	-6	1	4	-7	4
12	CCOC(=O)c1[nH]c(C)c(C(=O)NCCC2=CCCCC2)c1C	-4	4	13	5	-1
13	COc1cc(/C=C/C(=O)Nc2ccc(OC)c(S(=O)(=O)N3CCOCC3)c2)ccc1OC(F)F	.	.	.	-4	-14
14	COC(=O)CCNC(=O)c1ccc2nc(Cc3ccc(OC)cc3)oc2c1	-3	0	6	-2	8
15	N#CC1=C(N)Oc2cc3ccccc3cc2C1c1cccnc1 (stereo not drawn)	-4	3	9	1	11
16	O=S(=O)(NCc1ccccc1)c1ccc(S(=O)(=O)N2CCCC2)cc1	6	-6	4	-2	-6

cpd	LYPLA2 counter	PREPL inh	PAFAH1B3 inh	ZTA DNA inh
9	-8	-1	1	24
10	1	7	10	2
11	4	6	1	1
12	6	6	6	-1
13	.	-2	7	.
14	-1	13	11	-7
15	0	-2	5	-7
16	-10	4	7	9

New compounds follow.
cpd	Molecule	EBNA-1 inhibitor	LYPLA1 counter	GSTO1 inh	PAD4 inh	PAFAH2 FP inh
17	CN1CC(=O)N(CC(=O)Nc2cccc(S(=O)(=O)N3CCOCC3)c2)C1=O	-11	-3	1	-14	1
18	CN1C[C@@H]2C(c3ccc(Cl)nc3)C3(c4ccccc4)CC2(C3)[C@H]1c1ccccc1 (stereo partly drawn)	3	1	-5	6	-12
19	O=C(CSc1nnc(COc2ccc(Br)cc2)o1)NC1CCCCC1	-2	2	3	1	-4
20	COc1ccccc1S(=O)Cc1ccc(C(=O)NC2CCCC2)o1 (stereo not drawn)	4	2	-5	-5	3
21	CC(=O)Nc1ccc(S(=O)(=O)N2CCSc3ccccc32)cc1	.	.	.	-7	-6
22	CCCCNC(=S)N1CCN(C)CC1	1	-2	3	-5	9
23	CC(C)CC(C(=O)Nc1cccc(O)c1)N1C(=O)c2ccccc2C1=O (stereo not drawn)	-8	1	2	-7	-2
24	CC(C)OP(=O)(OC(C)C)C(Nc1ccccc1)c1cccc([N+](=O)[O-])c1 (stereo not drawn)	1	0	2	-4	.

cpd	LYPLA2 counter	PREPL inh	PAFAH1B3 inh	ZTA DNA inh
17	-7	2	-3	-3
18	0	-12	-4	4
19	6	28	-4	10
20	-4	-5	5	2
21	.	19	1	.
22	-5	-2	4	7
23	-3	-4	8	12
24	1	0	.	-5

Next section:
cpd	Molecule	EBNA-1 inhibitor	LYPLA1 counter	GSTO1 inh	PAD4 inh	PAFAH2 FP inh
25	COC(=O)CCCC(=O)N1CCOCCN(C(=O)CCCC(=O)OC)CCOCC1	-6	-1	-3	-6	3
26	O=S(=O)(c1ccccc1)N1CCC(N2CCCCCC2)CC1	9	-1	-5	0	0
27	COc1ccccc1CNC(=O)COC(=O)c1cc(C)nc2ccccc12	.	.	.	-9	-3
28	COc1ccc(/C=N/n2cnc3c([nH]c4ccc(F)cc43)c2=O)cc1CN1CCCC1	7	-3	-15	-5	-3
29	COc1ccc(NC(=O)c2cn(-c3ccccc3)nc2-c2ccncc2)cc1	-6	1	1	1	2
30	O=C1N(CN2C(=O)C3(OCCO3)c3ccccc32)c2ccccc2C12OCCO2	-9	-1	0	0	11
31	CN(C)S(=O)(=O)N(CC(=O)NCc1ccccc1)c1ccccc1	-4	-1	0	1	-1
32	O=C(Nc1nc(-c2ccc(Br)cc2)cs1)c1cccnc1	12	-4	-12	-3	-9

cpd	LYPLA2 counter	PREPL inh	PAFAH1B3 inh	ZTA DNA inh
25	-4	8	2	-5
26	6	7	1	15
27	.	10	4	.
28	-3	-7	-2	12
29	5	3	5	-12
30	-2	-16	-5	14
31	-1	-6	4	0
32	-11	12	-5	18

Remaining list, next part
cpd	Molecule	EBNA-1 inhibitor	LYPLA1 counter	GSTO1 inh	PAD4 inh	PAFAH2 FP inh
33	CCOc1ccc(C(=O)C(C)OC(=O)CN2C(=O)NC(C)(C)C2=O)cc1 (stereo not drawn)	-6	0	11	0	4
34	Oc1cc(NCc2ccc(Cl)cc2)cc2cccnc12	.	.	.	-5	-1
35	COC(=O)CCC(=O)Nc1ccc(S(=O)(=O)N2CCc3ccccc32)cc1	0	2	-6	1	2
36	COc1ccc(N(CC(=O)Nc2cccc(SC)c2)S(C)(=O)=O)cc1Cl	-5	-4	4	-3	1
37	CN(C)CCn1c2c(c(SCC(=O)Nc3nccs3)nc1=O)CCCC2	2	0	8	2	-5
38	O=C(CSc1nc(O)cc(=O)[nH]1)N1CCCc2ccccc21	9	-1	-5	5	-3
39	CC(OC(=O)Cc1n[nH]c(=O)c2ccccc12)C(=O)Nc1ccc(F)cc1Cl (stereo not drawn)	1	1	8	-4	-2
40	O=C(COc1ccc(F)cc1Br)NCC1COc2ccccc2O1 (stereo not drawn)	.	.	.	2	-2

cpd	LYPLA2 counter	PREPL inh	PAFAH1B3 inh	ZTA DNA inh
33	3	-4	3	18
34	.	22	11	.
35	1	-6	10	-11
36	4	5	7	-8
37	3	-4	6	-6
38	-1	1	6	5
39	1	-8	8	-7
40	.	-18	-1	.

Compound profiles (already shown):
CC(OC(=O)Cc1n[nH]c(=O)c2ccccc12)C(=O)Nc1ccc(F)cc1Cl (stereo not drawn) is listed as EBNA-1 inhibitor: 1; LYPLA1 counter: 1; GSTO1 inh: 8; PAD4 inh: -4; PAFAH2 FP inh: -2; LYPLA2 counter: 1; PREPL inh: -8; PAFAH1B3 inh: 8; ZTA DNA inh: -7
O=C(COc1ccc(F)cc1Br)NCC1COc2ccccc2O1 (stereo not drawn) is listed as EBNA-1 inhibitor: .; LYPLA1 counter: .; GSTO1 inh: .; PAD4 inh: 2; PAFAH2 FP inh: -2; LYPLA2 counter: .; PREPL inh: -18; PAFAH1B3 inh: -1; ZTA DNA inh: .
CCOc1ccc(C(=O)C(C)OC(=O)CN2C(=O)NC(C)(C)C2=O)cc1 (stereo not drawn) is listed as EBNA-1 inhibitor: -6; LYPLA1 counter: 0; GSTO1 inh: 11; PAD4 inh: 0; PAFAH2 FP inh: 4; LYPLA2 counter: 3; PREPL inh: -4; PAFAH1B3 inh: 3; ZTA DNA inh: 18

Additional records:
cpd	Molecule	EBNA-1 inhibitor	LYPLA1 counter	GSTO1 inh	PAD4 inh	PAFAH2 FP inh
41	COc1ccc(C2CC(c3ccc(Cl)cc3)=NN2C(=O)c2cccc([N+](=O)[O-])c2)cc1 (stereo not drawn)	-3	-3	-5	-3	0
42	COC(=O)c1ccc(OCC(O)CN2C(=O)c3ccccc3S2(=O)=O)cc1 (stereo not drawn)	4	1	-6	-5	-2
43	C[C@]12CC(O)C3C(CCC4=CC(=O)CC[C@@]43C)C1CCC2c1csc(-c2ccccc2)n1 (stereo partly drawn)	6	5	4	4	-5
44	CC1CC(C)(C)CC(=O)C1C(=O)c1ccccc1 (stereo not drawn)	-10	1	-4	-9	4
45	Cc1nc(NC(=O)c2cc3ccccc3o2)ccc1Br	5	4	-4	-5	1
46	COc1ccc(C2=NN(c3nc(C(=O)O)cs3)C(O)(C(F)(F)F)C2)c(OC)c1 (stereo not drawn)	-3	2	14	-8	-2
47	CC1(C)CC(/C=C/c2ccccc2)=Nc2ccccc2N1	0	0	5	-4	5
48	O=[N+]([O-])c1ccc(Nc2nc(NC3CCCCC3)nc(N3CCCC3)n2)cc1	10	-9	-3	-2	-18

cpd	LYPLA2 counter	PREPL inh	PAFAH1B3 inh	ZTA DNA inh
41	-4	3	0	0
42	6	-3	5	-11
43	-3	4	5	7
44	-1	16	-1	0
45	0	18	8	-10
46	-3	7	8	7
47	-2	5	-1	10
48	-9	2	-8	-8

More structures:
cpd	Molecule	EBNA-1 inhibitor	LYPLA1 counter	GSTO1 inh	PAD4 inh	PAFAH2 FP inh
49	Cc1cccc(CN(CC(=O)N/N=C/c2ccco2)S(=O)(=O)c2ccc(Cl)cc2)c1	4	-2	-2	-4	6
50	CCN(C(=O)CSc1nnc(SC(C)C)s1)C1CCS(=O)(=O)C1 (stereo not drawn)	.	-2	.	-2	0
51	O=C(CN1C(=O)NC2(CCCC2)C1=O)OCc1cc(=O)n2cc(Br)ccc2n1	6	1	8	1	4
52	O=C(Nc1ccccc1N1CCCCC1)c1ncoc1-c1ccc(F)cc1	0	-3	-2	3	3

cpd	LYPLA2 counter	PREPL inh	PAFAH1B3 inh	ZTA DNA inh
49	-6	-35	0	5
50	-4	3	4	7
51	7	8	-1	-7
52	-6	-4	2	13
